Screens: PubChem, Vanderbilt High Throughput Screening Facility
Cav3 T inh: Cav3.2 calcium influx blockers – cell-based, Fluo-4 calcium fluorescence, FDSS, MLSMR library, primary screen; Cav3.2-expressing cells; active compounds read low; B-score at 10 µM; 100,000 compounds, 4% hits;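 active means single-dose well whose peak fluorescence ratio is a statistical outlier from its plate by either plate-standardised score or position-corrected B-score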
An asterisk follows results filed as active; & = joins results of further samples. Some of the compounds tested (hit frequency here may not be typical).

| smiles | Cav3 T inh |
| --- | --- |
| CCCC(=O)O[C@]1(C(=O)COC(C)=O)CC[C@H]2[C@@H]3C[C@H](F)C4=CC(=O)C=C[C@]4(C)[C@@]3(F)[C@@H](O)C[C@@]21C | -1.3 |
| COc1cc(N)c(Cl)cc1C(=O)N[C@@H]1CCN(CCCOc2ccc(F)cc2)C[C@@H]1OC | -0.023 |
| CN(C)CCCSc1ccccc1NC(=O)/C=C/c1ccccc1 | -0.58 |
| COc1cc(C2Oc3cc(C4Oc5cc(O)cc(O)c5C(=O)C4O)ccc3OC2CO)ccc1O (stereo unspecified) | -0.31 |
| Cc1scc2c1N(C(=O)CN1CCN(C)CC1)c1ccccc1NC2=O | 1.1 |
| N=c1nc(N2CCCCC2)cc(N)n1O | 0.098&-2.7 |
| COc1ccc(C(=O)c2ccccc2)c(O)c1 | -1.2 |
| CCCC(=O)O[C@]1(C(=O)CCl)[C@@H](C)C[C@H]2[C@@H]3CCC4=CC(=O)C=C[C@]4(C)[C@@]3(F)C(=O)C[C@@]21C | -1.4 |
| COc1ccc(-c2oc3c(CC=C(C)C)c(O[C@@H]4O[C@H](CO)[C@@H](O)[C@H](O)[C@H]4O)cc(O)c3c(=O)c2O[C@@H]2O[C@@H](C)[C@H](O)[C@@H](O)[C@H]2O)cc1 | 0.059 |
| CCN(CCCCOC(=O)c1ccc(OC)c(OC)c1)C(C)Cc1ccc(OC)cc1 (stereo unspecified) | 1 |
| CCCCCCCCCCCCCCCC(O)C(N)CO (stereo unspecified) | -3.5 |

Five entries from above, sorted by the number in Cav3 T inh, high to low.
Compound	Cav3 T inh
Cc1scc2c1N(C(=O)CN1CCN(C)CC1)c1ccccc1NC2=O	1.1
COc1ccc(-c2oc3c(CC=C(C)C)c(O[C@@H]4O[C@H](CO)[C@@H](O)[C@H](O)[C@H]4O)cc(O)c3c(=O)c2O[C@@H]2O[C@@H](C)[C@H](O)[C@@H](O)[C@H]2O)cc1	0.059
COc1cc(N)c(Cl)cc1C(=O)N[C@@H]1CCN(CCCOc2ccc(F)cc2)C[C@@H]1OC	-0.023
COc1ccc(C(=O)c2ccccc2)c(O)c1	-1.2
CCCC(=O)O[C@]1(C(=O)COC(C)=O)CC[C@H]2[C@@H]3C[C@H](F)C4=CC(=O)C=C[C@]4(C)[C@@]3(F)[C@@H](O)C[C@@]21C	-1.3
